IDH1 R132H inh = qHTS for Inhibitors of mutant isocitrate dehydrogenase 1 (IDH1): qHTS. 390,000 tested, 0.093% active. IDH1-R132H enzyme, NADPH consumption, diaphorase/resazurin fluorescence. Isocitrate dehydrogenase [NADP] cytoplasmic (Homo sapiens), O75874. Potency, µM (top dose mostly 76.6 µM), without a hit: at the highest dose activity change, negative = inhibition, hits mostly inhibitors; further: on the % scale 0 is the no-effect control and ±100 the full control effect; nearly all actives have a fitted effect of over 65% in size
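IDH1-R132H (0.5 ug/mL) preincubated 30 min with compound, then NADPH (0.016 mM) and alpha-KG (2 mM) added; 80 min at RT, pH 7.5. Remaining NADPH coupled via diaphorase/resazurin to fluorescence (540/590 nm); concentration-response curves normalized to no-enzyme control.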
Vif-A3F inh = qHTS for Inhibitors of Vif-A3F Interactions: qHTS | AID 602313, 2012 | HeLa A3F-eYFP + Vif (tagged APOBEC3F with the HIV-1 protein that degrades it), YFP fluorescence increase | 390,000 tested, 0.2% active | Potency, µM (titrated, usually from 46.1 µM), for inactives: at the highest dose activity, negative = active; further: % of control where 0% means no effect; nearly all actives have a fitted effect of over 65% in size
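HeLa cells stably expressing A3F-eYFP plus Vif, plated and incubated overnight at 37 deg C, then exposed to compounds overnight at 37 deg C. Blocked degradation read as raised yellow fluorescence (Ex 488/Em 500-530).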
ALOX12 inh = Primary qHTS assay for inhibitors of human arachidonate 12S-lipoxygenase (ALOX12): Round 2 | AID 1671190, 2021 | purified 12hLO, xylenol orange hydroperoxide absorbance | Polyunsaturated fatty acid lipoxygenase ALOX12 (Homo sapiens), P18054 | Potency, µM (series often up to 108 µM), for the others: at the top dose activity change, negative = inhibition, actives largely listed as inhibitors | 580,000 tested, 1.1% active; further: on the % scale 0 is the no-effect control and ±100 the full control effect
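Purified human 12hLO (150 nM final) in 25 mM Hepes, 0.01% Triton X-100, pH 7.0 was preincubated 15 min at room temperature with compound. Then 40 uM arachidonic acid was added, 30 min. Hydroperoxide was read by Fe-XO absorbance ratio 573/405 nm.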
Vif-A3G inh = qHTS for Inhibitors of Vif-A3G Interactions: qHTS. HeLa A3G-eYFP + Vif (tagged APOBEC3G with the HIV-1 protein that degrades it), YFP fluorescence, overnight. Potency, µM (doses to about 46.1 µM), for the others: at the highest dose activity, negative = active, hits mostly inhibitors. 410,000 tested, 0.076% active;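 further: on the % scale 0 is the no-effect control and ±100 the full control effect; nearly all actives have a fitted effect of over 60% in size; hits raise eYFP signal because A3G escapes Vif-driven loss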
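Read-out is eYFP fluorescence (Ex 488/Em 500-530) from Vif-expressing HeLa A3G-eYFP cells; more signal means A3G escaped Vif-mediated degradation. Cells plated overnight, compound pinned in, incubated overnight at 37 deg C.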
TrxR1 substrate = qHTS Assay for Substrates of Mammalian Selenoprotein Thioredoxin Reductase 1 (TrxR1): qHTS. Thioredoxin reductase 1, cytoplasmic (Rattus norvegicus), O89049. purified TrxR1 substrate turnover, NADPH consumption readout. Potency, µM (titrated, usually from 114 µM), without a hit: top-dose activity change, negative = substrate turnover. 390,000 tested, 0.01% active. AID 588456, 2011; further: on the % scale 0 is the no-effect control and ±100 the full control effect; nearly all actives have a fitted effect of over 50% in size
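Rat TrxR1, dispensed at 90 nM, was prereduced with 400 uM NADPH (final) for 5 min at ~22 deg C, then incubated with compound 15 min before 400 uM selenite. A first-read NADPH fluorescence drop versus no-compound background flagged substrates.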
rTrxR1 inhibitor = qHTS Assay for Inhibitors of Mammalian Selenoprotein Thioredoxin Reductase 1 (TrxR1): qHTS. Thioredoxin reductase 1, cytoplasmic (Rattus norvegicus), O89049. Potency, µM (doses to about 114 µM), for the others: at the highest dose activity change, negative = inhibition, usual class: inhibitors. recombinant rTrxR1, NADPH fluorescence consumption, selenite substrate. 390,000 tested, 1% active; further: on the % scale 0 is the no-effect control and ±100 the full control effect; nearly all actives have a fitted effect of over 65% in size
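Rat TrxR1 (90 nM in the dispensed reagent) was pre-reduced with 400 uM NADPH for 5 min at room temperature, then incubated with compound for 15 min. After 400 uM selenite was added, NADPH fluorescence (Ex 340/Em 450 nm) was followed for 8 min.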
RGS4 inh = Inhibitors of Regulator of G Protein Signaling (RGS) 4: qHTS; Regulator of G-protein signaling 4 (Homo sapiens), P49798; Transcreener GDP fluorescence polarization, RGS4-accelerated GTP hydrolysis; Potency, µM (top dose mostly 114 µM), inactives show at the top dose activity change, negative = inhibition, usual class: inhibitors; 390,000 tested, 0.039% active; AID 504845, 2011; further: on the % scale 0 is the no-effect control and ±100 the full control effect; nearly all actives have a fitted effect of over 75% in size; some results filed as inactive show a strong effect at the top dose
Target sequence (P49798 whole entry, looked up): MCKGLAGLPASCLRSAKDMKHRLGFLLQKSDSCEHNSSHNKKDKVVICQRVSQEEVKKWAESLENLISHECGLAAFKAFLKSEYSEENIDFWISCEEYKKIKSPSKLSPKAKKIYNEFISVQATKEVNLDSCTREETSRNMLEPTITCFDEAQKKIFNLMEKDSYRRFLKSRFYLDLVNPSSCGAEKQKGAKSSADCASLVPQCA
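MLSMR compounds (23 nl, pin-transferred) preincubated 10 min at room temperature with a 500nM (2x) first reagent, then RGS4 at 900nM (2x) plus Transcreener GDP mix added; fluorescence polarization (620/688 nm) read before and after 90 min at 30 °C.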
RXFP1 agonist = qHTS Assay for Agonists of the Relaxin Receptor RXFP1 | HEK293T-RXFP1 cAMP TR-FRET, 30 min; response scale: percent of porcine relaxin response, buffer zero | Potency, µM (series often up to 57.5 µM), without a hit: at the top dose activation, hits mostly activators | 370,000 tested, 0.3% active | AID 2676, 2010; further: on the % scale 0 is the no-effect control and ±100 the full control effect; nearly all actives have a fitted effect of over 60% in size; many of its hits are not listed in these tables
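Agonist response is measured as cAMP accumulation in an RXFP1-transfected HEK293T line under PDE4 inhibition. Values are scaled between buffer-only and 29 nM porcine relaxin, and EC50s come from standard Hill equation fits.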
USP1 inh = Inhibitors of USP1/UAF1: Primary Screen. AID 743255, 2014. 390,000 tested, 0.23% active. Potency, µM (top dose mostly 57.1 µM), for the others: at the highest dose activity change, negative = inhibition, actives largely listed as inhibitors. recombinant USP1/UAF1, Ub-Rhodamine cleavage fluorescence; further: on the % scale 0 is the no-effect control and ±100 the full control effect; nearly all actives have a fitted effect of over 60% in size; inactives centre near -12
Target sequence (O94782 whole entry, looked up): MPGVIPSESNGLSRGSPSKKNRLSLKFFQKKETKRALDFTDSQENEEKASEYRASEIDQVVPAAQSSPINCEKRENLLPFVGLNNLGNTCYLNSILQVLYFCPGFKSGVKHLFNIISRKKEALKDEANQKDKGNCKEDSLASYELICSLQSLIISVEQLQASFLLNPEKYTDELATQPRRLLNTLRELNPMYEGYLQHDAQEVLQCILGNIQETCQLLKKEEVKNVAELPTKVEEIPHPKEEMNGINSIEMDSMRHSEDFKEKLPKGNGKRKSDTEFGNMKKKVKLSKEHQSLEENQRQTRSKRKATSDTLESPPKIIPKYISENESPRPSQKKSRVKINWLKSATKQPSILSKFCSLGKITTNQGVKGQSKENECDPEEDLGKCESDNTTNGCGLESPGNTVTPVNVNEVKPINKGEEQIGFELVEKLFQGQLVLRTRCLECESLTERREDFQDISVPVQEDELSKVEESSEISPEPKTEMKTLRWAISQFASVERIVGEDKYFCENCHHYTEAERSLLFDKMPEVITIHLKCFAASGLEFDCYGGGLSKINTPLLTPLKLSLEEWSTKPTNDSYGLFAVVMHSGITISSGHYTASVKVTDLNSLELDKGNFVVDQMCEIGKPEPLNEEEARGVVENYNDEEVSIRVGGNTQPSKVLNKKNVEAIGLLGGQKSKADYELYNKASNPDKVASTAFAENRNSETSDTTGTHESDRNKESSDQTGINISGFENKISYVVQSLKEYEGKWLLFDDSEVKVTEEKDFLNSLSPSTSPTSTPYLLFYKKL
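Step one: compound is pinned into 1nM USP1/UAF1 in HEPES pH 7.8 buffer with TCEP. Step two: 15 min room-temperature incubation. Step three: Ub-Rho (150nM final) starts cleavage, tracked by fluorescence over six one-minute reads.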
* = called active by the depositor; ? = inconclusive; . = not tested or not shown; [ ] = dose if it differs, or a comment. The call rests on the fitted dose curve; in most records, active means well fitted curve in the direction sought with a large enough effect; inconclusive means small, poorly fitted or top-dose-only effect, or another doubt; inactive means no such curve, though single readings can be large; an effect the other way counts as inactive or inconclusive. Potency means the concentration at half of the fitted maximal effect. An excerpt; count on the stated rates, not on these rows.

SMILES	IDH1 R132H inh	Vif-A3F inh	ALOX12 inh	Vif-A3G inh	TrxR1 substrate	rTrxR1 inhibitor	RGS4 inh	RXFP1 agonist	USP1 inh
CCN1CCN(CC(=O)c2cc(OC)c(OC)c(OC)c2)CC1	1%	-17%	3%	1%	-2%	-7%	-16%	-0.6%	-14%
CC(=O)c1cccc(NC(=O)Oc2ccccc2)c1	0%	-2%	-7%	-1%	7%	15%	19%	0.4%	?
O=C(NCc1ccccc1Br)c1cccc2c1C(=O)c1ccc(N3CCC(Cc4ccccc4)CC3)cc1S2(=O)=O	0%	-12%	.	-5%	0%	7%	-24%	.	?
Cc1ccc(-c2n[nH]c(=O)c3ccccc23)cc1S(=O)(=O)NCC1CCCO1 (stereo not given)	1%	2%	-1%	-1%	0%	8%	-13%	-0.3%	-4%
CC(C)c1ccc(C2NC(=O)c3c(sc4c3CCN(C)C4)N2)cc1 (stereo not given)	-5%	?	147%[activator]	-5%	41%[activator]	6%	-24%	3.5%	?
O=C(COc1ccccc1F)N/N=C1\CCCc2ccccc21	8%	-1%	-3%	-3%	-4%	-5%	6%	-0.6%	-5%
COc1ccc(C(c2c(C)[nH][nH]c2=O)c2c(C)[nH][nH]c2=O)cc1Br	-4%	-4%	?	-2%	6%	-20%	?	0.8%	-19%
CSc1ccccc1OCc1cc(C(=O)N(C)CCc2c(C)n[nH]c2C)no1	1%	-14%	-5%	5%	-1%	9%	-2%	-0.1%	-4%
CCCCC1=CC2=CC(=O)C(C)(OC(=O)CC)C(=O)C2=CN1C1CCCC1 (stereo not given)	2%	0%	?	-2%	-5%	13%	-8%	-0.3%	-17%
Cc1ccc(O)c(C(=O)CC(=O)c2ccc(C(C)(C)C)cc2)c1	12%	-15%	17%	3%	0%	10%	-1%	1.4%	-25%
C#CCNC(=O)C1=C[C@@H](c2coc3ccccc3c2=O)[C@H](CCCO)[C@@H](OCC)O1	17%	-6%	9%	1%	3%	-1%	6%	1.0%	?
O=C(NCCCN1CCOCC1)C(=O)NCc1ccco1	-5%	0%	1%	1%	-7%	-1%	8%	-0.3%	3%
CC(=O)N(CC(=O)Nc1sc(C)c(C)c1C(N)=O)Cc1ccccc1	4%	-5%	21%	0%	9%[57.1 µM]	11%[57.1 µM]	-6%	-1.9%	-17%
Cc1cc(C)nc(CCNC(=O)c2cc(COc3c(C)cccc3C)on2)n1	2%	-21%	?	-1%	-8%	-4%	-16%	-2.8%	-21%
CSCCC(NC(=O)c1ccccc1Br)C(=O)NC(C)CCc1ccccc1 (stereo not given)	2%	-10%	0%	2%	3%	23%	15%	-1.2%	0%
CCCN1Cc2cccc(C(=O)Nc3ccc(C(C)=O)cc3)c2C1=O	.	.	-4%	.	-2%	5%	29%	3.9%	-12%
COc1ccc(CCNC(=O)COC(=O)c2cc(=O)c3ccccc3o2)cc1	-9%	7%	13%	-7%	-1%	3%	15%	-1.1%	-14%
Cc1cc(-c2ccc(S(=O)(=O)NCc3ccccc3Cl)s2)on1	11%	0%	-12%	0%	-10%[57.1 µM]	-14%[57.1 µM]	-8%	0.1%	?
CCCC(=O)Nc1ccc(NC(=S)NC(=O)c2ccccc2[N+](=O)[O-])cc1	1%	-17%	-8%	?	-3%	?	-21%	0.7%	-2%
Cc1c(C(=O)NCCN2CCOCC2)oc2ccccc12	-3%	2%	0%	1%	9%[57.1 µM]	3%[57.1 µM]	14%	1.8%	-20%

Part of the list above, set out differently:
Molecule | IDH1 R132H inh | Vif-A3F inh | ALOX12 inh | Vif-A3G inh | TrxR1 substrate | rTrxR1 inhibitor | RGS4 inh | RXFP1 agonist | USP1 inh
CC(C)c1ccc(C2NC(=O)c3c(sc4c3CCN(C)C4)N2)cc1 (stereo not given) | -5% | ? | 147%[activator] | -5% | 41%[activator] | 6% | -24% | 3.5% | ?
O=C(COc1ccccc1F)N/N=C1\CCCc2ccccc21 | 8% | -1% | -3% | -3% | -4% | -5% | 6% | -0.6% | -5%
COc1ccc(C(c2c(C)[nH][nH]c2=O)c2c(C)[nH][nH]c2=O)cc1Br | -4% | -4% | ? | -2% | 6% | -20% | ? | 0.8% | -19%

(cont.)
SMILES	IDH1 R132H inh	Vif-A3F inh	ALOX12 inh	Vif-A3G inh	TrxR1 substrate	rTrxR1 inhibitor	RGS4 inh	RXFP1 agonist	USP1 inh
CCOCCn1c(CN2CCC(Cc3ccccc3)CC2)nc2c1c(=O)n(C)c(=O)n2C	10%	-3%	3%	-5%	14%	22%	10%	2.7%	?
CCn1c(-c2ccc([N+](=O)[O-])cc2)n[nH]c1=S	0%	-5%	?	3%	-11%	?	-7%	0.6%	-1%
CCCCNC(=O)CNC(=O)c1cccs1	4%	-14%	1%	4%	8%	23%	5%	-0.8%	-14%
O=C(NCc1ccccn1)c1cc2c(ccc3ccccc32)oc1=O	5%	19%	-1%	2%	202%[activator]	207%[activator]	0%	-2.2%	0%
Cc1c(N=Cc2ccc(-c3ccc(Cl)cc3)o2)c(=O)n(-c2ccccc2)n1C	6%	13%	5%	0%	9%[57.1 µM]	15%[57.1 µM]	-1%	1.2%	-15%
COc1cccc(NC(=O)Cn2c(SCC(=O)N3CCOCC3)nc3ccccc32)c1	1%	-7%	14%	0%	3%	21%	6%	3.2%	-2%
O=C(Nc1cc(F)ccc1F)c1cccc(-n2cnnn2)c1	-11%	-2%	0%	1%	-5%[57.1 µM]	0%[57.1 µM]	5%	0.3%	-3%
O=C(O)c1ccccc1Nc1ccc([N+](=O)[O-])c2nonc12	4%	?	.	-5%	-5%	-16%	-12%	0.4%	-39%
CN(C)/C=C1\NC(=S)N(c2ccc(Cl)cc2)C1=O	0%	7%	?	-4%	-4%[57.1 µM]	-8%[57.1 µM]	?	-1.2%	?
O=C(CCSc1ccccc1)Nc1nnc(-c2cccs2)o1	3%	-3%	13%	-3%	-1%	-18%	-5%	2.6%	-20%
Cc1ccc(C)c(NC(=O)CN(C)C(=O)CN2C(=O)C3CCCCC3C2=O)c1 (stereo not given)	4%	5%	-2%	0%	2%	8%	-26%	-0.9%	-18%
O=C(Nc1cccc(S(=O)(=O)N2CCCCC2)c1)c1ccccc1NS(=O)(=O)c1ccc(F)cc1	0%	-3%	-9%	-7%	26%	25%	16%	-0.7%	-8%
CC(=O)Nc1ccccc1NC(=O)c1cc(C)cc(C)c1	-3%	1%	11%	0%	4%	27%[57.1 µM]	?	1.0%	-13%
Cc1nnc(NC(=O)CSc2nnc(C)n2-c2ccc(F)cc2)s1	1%	7%	-6%	-2%	9%	21%	-1%	2.9%	-21%
COc1cc(C(=O)NCC(=O)Nc2c(C)cccc2C)ccc1OCc1ccccc1	3%	2%	19%	-4%	3%	9%	-9%	0.1%	-15%
CC(C)(C)NC(=O)C(c1ccco1)N(C(=O)c1csnn1)c1ccccc1 (stereo not given)	9%	7%	-1%	-4%	-5%	-9%	-18%	0.4%	-13%
O=C(O)Cc1ccc(NC(=S)NCc2ccco2)cc1	2%	2%	4%	3%	-7%	-16%	-18%	1.6%	-12%
Cc1ccc(S(=O)(=O)N2CCc3cc(C(=O)Nc4ccc(C)c(C)c4)ccc32)cc1	-6%	1%	-27%	-3%	6%	28%	-3%	-4.2%	-22%
CON/C=C(\C=Nc1ccc(C(F)(F)F)cc1)c1ncc(C(F)(F)F)cc1Cl	0%	-7%	0%	0%	-12%	1%	-1%	0.3%	?
CCN(CC)S(=O)(=O)c1ccc(C(O)=C(C#N)c2nc3ccccc3n2C)cc1	-1%	-7%	2%	4%	-7%	2%	-7%	.	-24%
O=C1CCCCCC1C1(O)C(=O)Nc2ccccc21 (stereo not given)	2%	5%	0%	1%	10%[57.1 µM]	11%	-22%	-0.4%	-19%
Cc1ccc(CN=c2c([N+](=O)[O-])nn(-c3ccc(Cl)cc3)n2O)cc1	-5%	-1%	?	-1%	-14%	-14%	-11%	-0.1%	-21%
Cc1ccc(N2C(=O)CC(NNc3nc4ccccc4s3)C2=O)cc1C (stereo not given)	4%	2%	2%	-7%	-8%	-4%	8%	0.2%	-12%
O=C(O)C1CCN(S(=O)(=O)c2ccc(N3CCCC3C(=O)O)c([N+](=O)[O-])c2)CC1 (stereo not given)	1%	0%	?	2%	-2%	10%	-18%	1.6%	-11%
Cc1ccc(NCC(=O)N/N=C/c2cccc(Br)c2)cc1	-3%	0%	5%	-4%	-5%	16%	-3%	0.4%	-10%
CN1C/C(=C/c2ccccc2[N+](=O)[O-])C(=O)/C(=C\c2ccccc2[N+](=O)[O-])C1	13%	7%	?	?	-2%[11.4 µM]	-57%[57.1 µM]	?	.	?
Cc1c(-n2c(O)c(C3=c4ccccc4=NC3=O)sc2=S)c(=O)n(-c2ccccc2)n1C	6%	0%	-8%	1%	-7%[57.1 µM]	16%[57.1 µM]	-40%	-1.5%	-11%

From PubChem BioAssay
